All columns: NCI-60 one-dose screen, growth in % after 48 h at 10 µM unless noted; 100 = growth as untreated, 0 = no growth, -100 = all killed.
A549/ATCC: A549/ATCC NSCLC. hit rate 3.7% among 81,000. AID 1794740
HOP-92: HOP-92 NSCLC cells. hit rate 6.3% among 71,000. AID 1794738
EKVX: EKVX NSCLC. hit rate 3% among 71,000
M14: M14 melanoma; hit rate 6.2% among 80,000
SK-MEL-2: SK-MEL-2 melanoma; hit rate 4.7% among 77,000
HOP-62: HOP-62 NSCLC. hit rate 3.9% among 80,000. AID 1794735
SK-MEL-28: SK-MEL-28 melanoma. hit rate 4.1% among 81,000. AID 1794761
SK-MEL-5: SK-MEL-5 melanoma; hit rate 6.4% among 80,000
The depositor's hits bear a star; . = no result given. Rule for the calls: active = growth percent below 10; inactive = the rest. Compounds as they come; 11% or so of the library scored in one or more.

SMILES	A549/ATCC	HOP-92	EKVX	M14	SK-MEL-2	HOP-62	SK-MEL-28	SK-MEL-5
COc1ccc(C(OCC2OC(n3ccc(NC(=O)c4ccccc4)nc3=O)C(O)C2O)(c2ccccc2)c2ccccc2)cc1 (stereo unspecified)	28	.	38	40	90	85	56	24
COc1ccc2ccccc2c1	99	87	105	99	104	100	112	100
CCCCCN(CCCCC)C(=O)C(C)O (stereo unspecified)	102	100	106	102	115	113	103	101
Cc1ccccc1C(=O)c1ccccc1C	101	65	93	95	102	89	99	102
CCN(CC)c1ccc(/C=N/Nc2nc(-c3ccc(Cl)cc3)cs2)c(O)c1	89	120	91	94	86	106	93	93
OC(CN1CCOCC1)C(c1ccccc1)c1ccccc1 (stereo unspecified)	89	.	100	97	99	92	100	99
CC(C)(O)C(C(=O)O)c1ccccc1 (stereo unspecified)	91	95	108	108	102	99	105	95
Cc1ccc(O)c(C=O)c1	87	117	117	99	84	111	115	96
CCOC(=O)CNC(=O)CN(CC(=O)OC)C(=O)[C@@]1(C)CCC[C@]2(C)[C@H]3C[C@H]4C(C(C)C)=C[C@]3(CC[C@H]21)[C@@H]1C(=O)CCC(=O)[C@@H]14	92	102	93	100	98	99	102	100
Cc1cc(Cl)ccc1Nc1nc(C(F)(F)F)ccc1C(=O)N/N=C/c1ccccc1Cl	13	-1.9*	.	10.0*	19	-6.3*	37	-54*
O=C1c2[nH]c(=O)[nH]c(=O)c2CN1Cc1ccccc1	98	105	98	109	101	108	109	112
O=C(OCc1cc(=O)c(OC(=O)c2ccccc2)co1)c1ccccc1	100	98	108	112	116	115	114	114
Oc1ccc2ccccc2c1N=Nc1ccc(N=Nc2ccccc2)cc1	102	102	108	106	106	.	114	95
Nc1[nH]nc2c1-c1nc3ccccc3n1C(Nc1ccccc1)N2 (stereo unspecified)	94	78	75	100	103	98	108	95
COc1ccccc1/C=C1\Oc2cc(OCCN3CCCC3)ccc2C1=O	95	60	86	77	106	96	92	87
O=Cc1c(OCc2cnnn2CC(=O)Nc2ccc([N+](=O)[O-])cc2)ccc2ccccc12	99	101	101	107	99	104	100	100
O=C(Nc1ccc(-c2nc3ccccc3[nH]2)cc1)c1ccc(Cl)c(Cl)c1	90	72	.	95	89	105	107	86
FC(F)(F)Oc1ccc2nc3nc4ccc[nH]c4cc3c2c1	65	85	63	96	98	58	95	.
CCN1C(=O)/C(=N\N=C(/C)c2ccc3c(c2)Nc2ccccc2S3)c2cc(Cl)ccc21	50	30	40	68	71	93	47	7.2*
COc1ccc(CN2CCc3c(nc(N)nc3-c3ccccc3)C2=O)c(OC)c1	86	38	85	89	85	81	94	56
COC(=O)C(N)CSC(c1ccccc1)(c1ccccc1)c1ccccc1 (stereo unspecified)	31	55	.	-6.9*	.	45	50	24
Fc1ccc(CNc2cccc3[nH]c(C(F)(F)F)nc23)cc1	89	-9.4*	.	109	.	80	89	96
COc1ccc(C(=O)/C=C/c2cc(-c3ccc4c(c3)OCO4)n[nH]2)cc1OC	38	56	.	92	84	51	103	82
COc1ccc(-c2cc3ccccc3c3nnnn23)cc1	59	84	91	.	100	93	88	69
O=C1c2c(Cl)c(Cl)c(Cl)c(Cl)c2C(=O)N1c1nccs1	99	81	104	108	99	93	105	104
O=Cc1cn(S(=O)(=O)c2ccccc2)c2ccccc12	100	57	97	95	99	93	98	98
Cn1cc(-c2[nH][nH]c(=O)c2-c2cn(C)c3ccccc23)c2ccccc21	92	89	82	99	103	109	111	95
COc1ccc(CN(C(C)=O)c2cc(C)c([N+](=O)[O-])cc2OC)cc1OC	109	.	101	127	123	98	109	99
c1ccc(CC(c2ccccc2)c2ccccc2)cc1	97	74	100	110	106	101	104	93
COc1ccc(-c2nc(SCCC(C)C)nc(Nc3ccc(C(C)=O)cc3)c2C#N)cc1	103	110	99	106	108	106	103	100
O=C(c1ccccc1)N(CCc1ccc(Cl)cc1)C(=S)N(C(=O)c1ccccc1)c1ccccc1	97	71	102	113	117	118	119	96
CCCCCOCC#N	99	89	95	95	87	83	105	106
O=C(CCCl)c1ccc(-c2ccccc2)cc1	94	105	98	97	102	97	106	101
C/C(=N/O)c1ccc(C)s1	103	80	108	102	96	105	101	108
CSCC[C@H](NC(=O)[C@H](Cc1c[nH]c2ccccc12)NC(=O)[C@H](C)NC(=O)OC(C)(C)C)C(=O)N[C@@H](CC(=O)O)C(=O)N[C@@H](Cc1ccccc1)C(N)=O	98	.	102	106	100	111	111	94
Clc1cccc(Nc2ncnc3ccc(-c4cnc5[nH]ncc5c4)cc23)c1	81	60	55	100	98	74	.	.
COc1ccc(-c2nn(-c3ccc(NC(=O)Nc4cccc(Cl)c4Cl)cc3)cc2-c2ccncc2)cc1Cl	70	78	68	58	77	79	84	61
CCCCOCCOCCOC(=O)Cc1ccc(OC)c(OC)c1	93	91	107	106	93	103	103	101
COc1ccc(/C=c2\nc3n(-c4ccccc4)c4n(n-3c2=O)C(=O)CN=4)cc1	104	92	105	103	107	99	107	98
Cn1c(=O)c2c(nc(OC3CCCCCC3)n2C)n(C)c1=O	108	89	108	109	97	92	109	105
COc1ccc(-c2noc(N)c2-c2cc(OC)c3c(c2OC)OCO3)cc1	95	84	.	97	102	112	102	94
O=C1/C(=C\c2cn(-c3nc(N4CCOCC4)nc(N4CCOCC4)n3)c3ccccc23)c2ccccc2N1c1c(Cl)cccc1Cl	68	3.4*	61	78	74	.	77	83
Cc1[nH]c(-c2cccc(C(N)=O)c2)c2c1C(=O)CCCC2	92	72	84	82	98	74	95	93
NS(=O)(=O)c1ccc(-n2nc(C(=O)N/N=C\c3ccc(F)cc3)cc2-c2ccc(Br)cc2)cc1	74	68	73	80	80	65	78	87
COc1cccc(-c2nn(C(C)(C)C)cc2-c2ccnc(NCCCNS(=O)(=O)c3ccc(C(F)(F)F)cc3)c2)c1	99	98	98	107	104	97	110	100
COC(=O)/C(=C\c1ccc(OC)cc1)C(=O)N1c2ccccc2Sc2ccccc21	56	39	59	23	36	64	51	41
Cc1ccc(-c2nn(C)c(=O)c3ccccc23)cc1CO	94	97	100	102	104	102	118	98
CCCCS(=O)(=O)Nc1ccc(C(=O)NNC(C)=O)cc1	94	79	102	103	98	97	98	103
CCNc1cccc(C)c1	101	.	110	94	106	92	118	108
Cc1ccc2nc(C)c(-c3nnc(SCc4ccc(C#N)cc4)o3)n2c1	104	104	84	102	101	98	100	93
CCOCC[P+](c1ccccc1)(c1ccccc1)c1ccccc1	45	-6.2*	.	61	51	50	68	22
NS(=O)(=O)c1ccc(C(=O)N=Nc2c(O)[nH]c3c(F)cccc23)cc1	100	98	102	101	104	97	105	101
COc1cc(C(=O)/C=C/c2c(-c3cccs3)nc3sc(C)cn23)cc(OC)c1OC	11	-2.8*	13	1.7*	13	-8.1*	22	-57*
COc1ccc(/C=C/C(=O)c2ccc(OC)c(S(=O)(=O)NNC(=O)c3ccncc3)c2)cc1	103	107	97	105	107	99	108	102
O=C(O)CCCC1CCCc2ccccc21 (stereo unspecified)	108	102	100	99	98	99	106	101
COC(=O)c1cc(O)cc(O)c1	105	99	113	113	110	96	110	111
C/C(=C\CSc1ncccc1C(=O)O)CCCC(C)CCCC(C)CCCC(C)C (stereo unspecified)	66	.	76	87	104	92	74	61
CC(=O)Nc1cccc2ccccc12	105	86	.	94	99	100	109	103
COC12C=C/C(=C(/C(=O)OCc3ccccn3)C(=O)CCCCCCCCC3(OC)C=C/C(=C(/C(=O)OCc4ccccn4)C(=O)CCCCCCCC1)O3)O2	9.8*	-59*	-9.9*	-23*	11	20	-11*	-83*
CCN(CC)c1ccc(CNc2ccnc3ccccc23)cc1	59	-6.8*	45	56	79	66	80	8.0*

Structures listed so far that contain an aryl thioether with sulfur outside any ring:
SMILES	A549/ATCC	HOP-92	EKVX	M14	SK-MEL-2	HOP-62	SK-MEL-28	SK-MEL-5
COc1ccc(-c2nc(SCCC(C)C)nc(Nc3ccc(C(C)=O)cc3)c2C#N)cc1	103	110	99	106	108	106	103	100
Cc1ccc2nc(C)c(-c3nnc(SCc4ccc(C#N)cc4)o3)n2c1	104	104	84	102	101	98	100	93
C/C(=C\CSc1ncccc1C(=O)O)CCCC(C)CCCC(C)CCCC(C)C (stereo unspecified)	66	.	76	87	104	92	74	61

Reformatted with bars between the fields: entries from further up.
SMILES | A549/ATCC | HOP-92 | EKVX | M14 | SK-MEL-2 | HOP-62 | SK-MEL-28 | SK-MEL-5
Clc1cccc(Nc2ncnc3ccc(-c4cnc5[nH]ncc5c4)cc23)c1 | 81 | 60 | 55 | 100 | 98 | 74 | . | .
COc1ccc(-c2nn(-c3ccc(NC(=O)Nc4cccc(Cl)c4Cl)cc3)cc2-c2ccncc2)cc1Cl | 70 | 78 | 68 | 58 | 77 | 79 | 84 | 61
CCCCOCCOCCOC(=O)Cc1ccc(OC)c(OC)c1 | 93 | 91 | 107 | 106 | 93 | 103 | 103 | 101

Next compounds:
SMILES	A549/ATCC	HOP-92	EKVX	M14	SK-MEL-2	HOP-62	SK-MEL-28	SK-MEL-5
O=c1nc(Nc2cccc([N+](=O)[O-])c2)sc2ccccc12	92	69	82	111	105	75	119	90
C=CCC1CCCC/C1=C(\C#N)c1ccccc1 (stereo unspecified)	99	101	102	97	101	101	102	102
COc1cc(C2=NOC(c3cc(OC)c(OC)c(OC)c3)C2)ccc1OCCCCOc1cc2c(cc1OC)C(=O)N1CCC[C@H]1C=N2 (stereo partly specified)	6.7*	-29*	-40*	-44*	1.5*	9.5*	-66*	-85*
C/C(=N/O)c1ccc(N2C(=O)c3cc(C)c(C)cc3C2=O)cc1	98	105	98	101	101	105	107	100
CCCCn1c(-c2ccc(-c3nc(-c4ccc5ccccc5c4)no3)cc2)nc(-c2ccccc2)c1-c1ccccc1	98	106	99	98	113	94	104	101
Cc1oc(-c2cc(C(F)(F)F)ccc2Cl)cc1C(=O)Nc1ccc(S(N)(=O)=O)cc1	104	109	95	101	106	100	108	100
CCCCOc1c(Cl)c(Cl)cc(Cl)c1Cl	101	109	112	104	118	93	112	118
CN(C)CCC(=O)/C=C/c1ccccc1	97	.	105	74	114	101	118	100
CCOC(=O)c1cnn2c(-c3ccc(Cl)cc3)nc(NCCc3ccccc3)nc12	72	104	102	104	94	93	116	101
COc1nnc2c3cc(Cl)ccc3n(C)c2n1	114	.	.	96	105	88	123	.
Cc1ccc(Nc2cc(=S)nc(N)[nH]2)cc1Cl	102	55	65	92	89	95	97	96
CN(C)c1ccc(CC(C#N)c2cc3ccccc3[nH]2)cc1 (stereo unspecified)	91	93	90	88	97	95	106	95
CC(C)(C)c1ccc(S(N)(=O)=O)cc1	108	101	105	101	120	.	93	113
CC(C)=CCOc1cc(NC(=S)c2ccoc2C)ccc1Cl	19	15	57	.	87	89	.	45
CC[C@H](CC[C@@H](C)[C@H]1CC[C@H]2[C@@H]3CC[C@H]4C[C@@H](O)CC[C@]4(C)[C@H]3CC[C@]12C)C(C)C	104	126	107	103	101	100	110	111
CC(=O)Nc1ccc(/C=N/NC(N)=O)cc1	101	94	115	.	105	93	101	100
Cn1c(=O)c2cnn(C)c2n(C)c1=O	81	94	97	101	97	97	107	99
CNN(C)c1c(C)cccc1C	103	109	92	96	104	78	110	102
FC(F)(F)c1ccc2c(Nc3cccc(C4CC(c5ccc(Cl)cc5)=NN4c4ccc(Cl)cc4)c3)ccnc2c1 (stereo unspecified)	93	92	102	98	87	97	104	98
O=C(O)c1cn(C2CC2)c2cc(N3CCN(Cc4ccccc4O)CC3)c(F)cc2c1=O	76	79	79	76	95	40	82	78
Cc1ccc([N+](=O)[O-])c(C(=O)Nc2ccc(-c3ccc4c(c3)NC(=O)/C4=C\c3ccc[nH]3)cc2)c1	47	109	26	34	76	86	95	101
COc1ccc(C2CC(=O)c3c(nc4ccc(Cl)cc4c3N)C2)cc1 (stereo unspecified)	106	98	98	103	118	109	98	98
O=[N+]([O-])c1ccc(Oc2ccc(-c3ccccc3)cc2)cc1	91	74	85	98	103	92	105	88
COc1ccccc1/C=C1\SC(=Nc2ccc(NC(C)=O)cc2)NC1=O	102	80	98	105	105	107	104	95
CC(C)(Br)CS(=O)(=O)c1ccccc1	107	100	112	.	109	89	99	99
CC1NCC(=O)N1O (stereo unspecified)	95	.	.	104	108	98	102	97
C#CCOc1ccc(CNC(=O)/C=C/C=C/c2ccc3c(c2)OCO3)cc1OC	92	95	99	103	116	90	99	96
Cc1ccc(CCO)cc1	.	112	97	99	112	88	104	98
COC(=O)[C@@H](NC(=O)[C@@H](OC)[C@@H]1Cc2cc3cc(OC4CC(OC5CC(O)C(O)C(C)O5)C(O)C(C)O4)c(C)c(O)c3c(O)c2C(=O)[C@H]1OC1CC(OC2CC(OC3CC(C)(O)C(O)C(C)O3)C(O)C(C)O2)C(O)C(C)O1)C(C)C (stereo partly specified)	7.4*	-19*	25	5.2*	.	6.4*	-1.9*	-74*
CCCCCCCCNc1cc2c3c(c1)CCCN3CCC2	76	-5.5*	10	30	-47*	27	49	-72*
CC(C)Sc1nc(NCCc2c[nH]c3ccccc23)c(C#N)c(-c2ccccc2)n1	40	4.4*	18	43	69	32	81	-6.6*
O=C(CCSCCC(=O)N/N=C/c1ccc(Cl)c(Cl)c1)N/N=C\c1ccc(Cl)c(Cl)c1	101	112	106	104	106	111	109	101

Quoted at random: 3 entries already listed, in no set order.
SMILES	A549/ATCC	HOP-92	EKVX	M14	SK-MEL-2	HOP-62	SK-MEL-28	SK-MEL-5
Cc1ccc([N+](=O)[O-])c(C(=O)Nc2ccc(-c3ccc4c(c3)NC(=O)/C4=C\c3ccc[nH]3)cc2)c1	47	109	26	34	76	86	95	101
CNN(C)c1c(C)cccc1C	103	109	92	96	104	78	110	102
O=C(O)c1cn(C2CC2)c2cc(N3CCN(Cc4ccccc4O)CC3)c(F)cc2c1=O	76	79	79	76	95	40	82	78

High-throughput results (PubChem)
